PP1 counter: PP1-alpha (human) inhibition in PP5 counter-screen. P62136. purified PP1alpha, OMFP fluorescence. inhibition, % at 6.7 µM. 0.9% of 320,000 active. AID 2235;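 active = inhibition above the mean inhibition of all tested compounds plus 3 SD, computed separately for each screening campaign, cut at about 15% in these data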
proCasp3 act: activators of human procaspase-3; P42574; recombinant procaspase-3 D3A, Ac-DEVD-pNA absorbance 405 nm; activation, % at 8.5 µM; 0.11% of 330,000 active;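 active = activation above the mean of all tested compounds plus 3 SD, cut at about 21% in these data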;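 also: 0% = DMSO alone and 100% = DMSO wells spiked with extra 5 µM PC-3 D3A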
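Assay system – Procaspase-3 D3A mutant · Benchmarks – DMSO low control, extra-enzyme high control · Technique – 405 nm absorbance of p-nitroaniline, reads at 0 and 120 min · Doses – 8.5 µM nominal · Measure – % activation between DMSO and enzyme-spiked controls · Also added – Ac-DEVD-pNA chromogenic peptide substrate · Schedule – 1 h compound preincubation, 2 h substrate hydrolysis at 25 °C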
AHR act: activators of human aryl hydrocarbon receptor; AHR-responsive luciferase reporter cells, luminescence; activation, % at 5 µM; 2.5% of 320,000 active; AID 2796; in the data active = activation above about 47%;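 also: 0% = vehicle wells and 100% = reference agonist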
Target sequence (P35869 whole entry, looked up): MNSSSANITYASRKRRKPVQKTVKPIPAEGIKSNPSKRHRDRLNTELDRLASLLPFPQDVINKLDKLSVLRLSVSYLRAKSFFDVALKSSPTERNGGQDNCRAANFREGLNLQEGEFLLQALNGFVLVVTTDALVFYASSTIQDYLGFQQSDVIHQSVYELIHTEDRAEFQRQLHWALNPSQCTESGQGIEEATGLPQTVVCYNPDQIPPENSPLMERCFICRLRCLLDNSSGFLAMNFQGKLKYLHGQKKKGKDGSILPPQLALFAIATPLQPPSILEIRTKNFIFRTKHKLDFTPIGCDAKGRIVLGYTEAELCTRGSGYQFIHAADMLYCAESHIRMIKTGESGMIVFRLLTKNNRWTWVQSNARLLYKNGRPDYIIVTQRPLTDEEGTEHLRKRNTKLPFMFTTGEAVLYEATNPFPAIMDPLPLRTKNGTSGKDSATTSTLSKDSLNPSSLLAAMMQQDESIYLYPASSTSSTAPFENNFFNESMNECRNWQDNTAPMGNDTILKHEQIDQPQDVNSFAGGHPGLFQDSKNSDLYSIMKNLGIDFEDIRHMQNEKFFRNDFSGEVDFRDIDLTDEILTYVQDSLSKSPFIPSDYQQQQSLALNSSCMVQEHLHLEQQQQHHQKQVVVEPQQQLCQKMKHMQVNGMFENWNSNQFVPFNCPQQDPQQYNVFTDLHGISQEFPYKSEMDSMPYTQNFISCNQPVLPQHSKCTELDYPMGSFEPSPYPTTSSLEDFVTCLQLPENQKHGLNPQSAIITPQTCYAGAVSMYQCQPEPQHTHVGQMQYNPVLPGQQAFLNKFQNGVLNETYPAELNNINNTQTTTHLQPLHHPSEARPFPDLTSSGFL
PAFAH2 inh: inhibitors of human PAFAH2 | AID 492956 | recombinant PAFAH2, FP-rhodamine activity probe, fluorescence polarization | 0.99% of 340,000 active | inhibition, % at 3.39 µM | Q99487;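 active = inhibition above the mean over all tested compounds plus 3 SD, cut at about 30% in these data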;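 also: inhibitors block probe labeling of enzyme so polarization drops; 0% = enzyme with DMSO and 100% = wells lacking PAFAH2 protein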
TPT1 inhibitor: inhibitors of Candida albicans tRNA 2'-phosphotransferase TPT1; recombinant caTPT1, FP RNA substrate dephosphorylation; inhibition, % at 5 µM; 0.81% of 300,000 active; AID 1962;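 active = inhibition above the mean of all tested compounds plus 3 SD, set per screening campaign, cut at about 24% in these data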;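 also: plate controls were DMSO alone for no effect and ferristatin control at 100 nM for full effect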
proCasp7 act: counter-screen: procaspase-7 (human) activation | recombinant procaspase-7, Ac-DEVD-pNA absorbance 405 nm; D23A/D198A/D206A triple mutant, cannot self-cleave; scale: DMSO 0, 5 µM enzyme 100 | 0.093% of 330,000 active | P55210 | AID 463210 | activation, % at 8.5 µM;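 active = percent activation above the screen-wide mean plus 3 SD, cut at about 25% in these data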
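Test system: Procaspase-7 triple mutant (PC-7 D3A). Also added: Ac-DEVD-pNA substrate, 400 µM as added. Schedule: 1 h enzyme–compound preincubation and 2 h substrate reaction, both 25 °C. Signal: p-Nitroaniline absorbance at 405 nm, read at 0 and 120 min. Control set: low DMSO alone, high DMSO plus 5 µM PC-7.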
Fh CTSL1 inh: cathepsin L1 inhibition, PFM18AAP counter-screen | recombinant F. hepatica cathepsin L1, Z-Leu-Arg-MCA fluorescence | inhibition, % at 5.96 µM | 0.49% of 300,000 active | AID 1906;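 active = inhibition above the mean of all tested compounds plus 3 SD, set per screening campaign, cut at about 17% in these data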;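 also: 0% = plate median of test compound wells and 100% = 1 µM Z-Phe-Ala-diazomethylketone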
PP5 inh: inhibitors of human protein phosphatase 5 (PP5). 0.18% of 320,000 active. inhibition, % at 6.7 µM. P53041. purified PP5c, OMFP substrate fluorescence;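 active = inhibition above the campaign's mean inhibition across all tested compounds plus 3 SD, cut at about 9.5% in these data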;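 also: 0% = DMSO only and 100% = 100 µM cantharidin control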
core dimer inh: HCV core protein dimerization inhibition; AID 1899; inhibition, % at 5 µM; 0.33% of 300,000 active; TR-FRET GST/Flag-core106 dimerization, 1536-well;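 active = inhibition above the mean of all tested compounds plus 3 SD, set per screening campaign, cut at about 45% in these data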
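System: GST/Flag-tagged HCV core106 proteins. Incubation: compound-protein-antibody incubation 4 h at 22.5 °C. Technique: HTRF with 340 nm excitation, 617/671 nm emission. Medium: KF-containing HEPES buffer, pH 7.45, DTT, CHAPS, BSA. Read-out: inhibition (%) from 671 over 617 nm ratio. Also added: Eu(K)-anti-GST 90 ng/mL plus XL665-anti-Flag 1 µg/mL.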
Starred values were filed as active, the others as inactive.

Results for CCc1ccc(OCC(=O)NC2CCCCC2)c(Br)c1 ?
PP1 counter: 0.1; proCasp3 act: -0.9; AHR act: 31.9; PAFAH2 inh: 7.1; TPT1 inhibitor: -0.8; proCasp7 act: -7.4; Fh CTSL1 inh: 6.0; PP5 inh: 3.9; core dimer inh: -9.0

Results for O=C(C[n+]1cccc(C(=O)Nc2ccccc2)c1)c1ccc([N+](=O)[O-])cc1 ?
PP1 counter: 3.4; proCasp3 act: -2.3; AHR act: 10.6; PAFAH2 inh: -4.2; TPT1 inhibitor: 2.2; proCasp7 act: -0.7; Fh CTSL1 inh: 5.7; PP5 inh: 0.4; core dimer inh: -4.0

What do the screens show for `CCOc1ccc(CN2CCN(CC(O)Cn3c4ccccc4c4ccccc43)CC2)cc1` (configuration not stated)?
PP1 counter: 11.0; proCasp3 act: -8.0; AHR act: 2.4; PAFAH2 inh: 1.9; TPT1 inhibitor: 2.8; proCasp7 act: 4.2; Fh CTSL1 inh: -4.9; PP5 inh: 6.3; core dimer inh: -13.0

How did CCN(C(=O)Cn1c(=O)oc2ccccc21)c1c(N)n(Cc2ccccc2)c(=O)[nH]c1=O do in these assays?
PP1 counter: -3.4; proCasp3 act: 6.1; AHR act: 4.7; PAFAH2 inh: 6.0; proCasp7 act: 1.8; PP5 inh: 2.3

Results for Cc1ccc(-c2nc(NC(=O)CSc3cc(C)c4ccccc4n3)ns2)cc1 ?
PP1 counter: 0.3; proCasp3 act: 9.0; AHR act: 1.1; PAFAH2 inh: -2.0; TPT1 inhibitor: -3.7; proCasp7 act: -1.0; Fh CTSL1 inh: -0.5; PP5 inh: 0.9; core dimer inh: -2.6

Results for COc1ccc(/C=C2\N=C3CCCCCN3C2=O)cc1OC ?
PP1 counter: -1.7; proCasp3 act: 6.8; AHR act: 7.5; PAFAH2 inh: -5.2; TPT1 inhibitor: -5.2; proCasp7 act: 1.7; Fh CTSL1 inh: -0.2; PP5 inh: 0.9; core dimer inh: -9.6

How did CC(C)c1ccc(NC(=O)CNS(=O)(=O)c2ccc(F)cc2)cc1 do in these assays?
PP1 counter: -3.3; proCasp3 act: 3.5; AHR act: 8.1; PAFAH2 inh: 6.0; TPT1 inhibitor: 0.1; proCasp7 act: 0.7; Fh CTSL1 inh: -2.2; PP5 inh: -0.4; core dimer inh: 0.3

What do the screens show for `CC(=O)c1c(C)[nH]c(C(=O)COC(=O)c2c(-c3ccccc3)noc2C)c1C`?
proCasp3 act: 8.7; AHR act: 0.3; PAFAH2 inh: -7.2; proCasp7 act: 14.8

How did COc1ccc(S(=O)(=O)N2CCOCC2)cc1NC(=O)COc1ccc(C)cc1 do in these assays?
proCasp3 act: 0.7; AHR act: -0.9; PAFAH2 inh: -0.7; proCasp7 act: 11.0

How did COc1ccc(OC)c(-n2c(-c3cc(-c4ccc(F)cc4)n[nH]3)n[nH]c2=S)c1 do in these assays?
PP1 counter: 0.1; proCasp3 act: -3.4; AHR act: 5.0; PAFAH2 inh: 6.4; TPT1 inhibitor: -2.8; proCasp7 act: -12.1; Fh CTSL1 inh: 1.6; PP5 inh: 2.0; core dimer inh: 8.3

How did Cc1cccc(-c2nc(CSc3nc4c(c(=O)[nH]3)CCC4)c(C)o2)c1 do in these assays?
PP1 counter: 2.3; proCasp3 act: 9.9; AHR act: -0.8; PAFAH2 inh: 1.9; TPT1 inhibitor: -1.1; proCasp7 act: 6.2; Fh CTSL1 inh: 3.5; PP5 inh: -0.8; core dimer inh: 3.5

Results for CC(=O)Nc1ccc(NC(=S)Nc2ccc(F)cc2)cc1 ?
PP1 counter: -1.3; proCasp3 act: -7.1; AHR act: 2.5; PAFAH2 inh: 2.8; TPT1 inhibitor: -1.0; proCasp7 act: -6.2; Fh CTSL1 inh: 3.3; PP5 inh: 4.5; core dimer inh: -8.2

What do the screens show for `CC(C)[C@H](NC(=O)c1ccccc1F)C(=O)OCC(=O)NC(=O)NC1CCCCC1`?
proCasp3 act: 4.8; AHR act: 0.0; PAFAH2 inh: 14.2; proCasp7 act: -7.5

Results for O=C(CCCn1c(=O)[nH]c2ccsc2c1=O)Nc1ccc(F)cc1 ?
PP1 counter: 6.7; proCasp3 act: 9.4; AHR act: -0.3; PAFAH2 inh: 0.4; TPT1 inhibitor: -2.2; proCasp7 act: 2.7; Fh CTSL1 inh: 1.6; PP5 inh: -3.9; core dimer inh: -0.6

How did Cc1ccc(OCC(=O)NNC(=O)C(C)Sc2ncnc3sc(C)c(C)c23)cc1 (configuration not stated) do in these assays?
PP1 counter: -1.4; proCasp3 act: 3.7; AHR act: 0.2; PAFAH2 inh: 6.5; TPT1 inhibitor: -1.9; proCasp7 act: 6.1; Fh CTSL1 inh: -14.2; PP5 inh: 2.9; core dimer inh: -0.8

How did COc1ccc(CNC(=O)CCN2C(=O)c3ccccc3C2=O)cc1 do in these assays?
PP1 counter: 1.3; proCasp3 act: 1.0; AHR act: -1.5; PAFAH2 inh: -8.9; TPT1 inhibitor: -3.7; proCasp7 act: 3.2; Fh CTSL1 inh: -1.9; PP5 inh: -2.0; core dimer inh: -0.9

Results for Cc1c(C(=O)N2CCN(c3cccc(Cl)c3)CC2)cccc1[N+](=O)[O-] ?
PP1 counter: 3.2; proCasp3 act: 2.1; AHR act: -0.1; PAFAH2 inh: 7.2; TPT1 inhibitor: 0.4; proCasp7 act: -1.7; Fh CTSL1 inh: -1.4; PP5 inh: 2.4; core dimer inh: 3.5

Results for CC1(C)CN(c2ccc(C(=O)c3ccccc3)cc2)C1=O ?
PP1 counter: -0.8; proCasp3 act: -4.3; AHR act: 4.0; PAFAH2 inh: 1.6; TPT1 inhibitor: 0.7; proCasp7 act: -9.3; Fh CTSL1 inh: -2.3; PP5 inh: 2.3; core dimer inh: -4.2

What do the screens show for `O=C(CCc1nnc(CCCc2ccccc2)o1)NCCCC1CCCC1`?
PP1 counter: 4.6; proCasp3 act: 0.6; AHR act: 11.4; PAFAH2 inh: 5.9; TPT1 inhibitor: -0.8; proCasp7 act: -8.2; Fh CTSL1 inh: -2.6; PP5 inh: 3.5; core dimer inh: 3.2

Results for CC(C(=O)N(C)C1CCCCC1)N1CCC(C(N)=O)CC1 (configuration not stated) ?
PP1 counter: -0.1; proCasp3 act: 6.8; AHR act: 5.2; PAFAH2 inh: -18.1; TPT1 inhibitor: 4.0; proCasp7 act: 7.0; Fh CTSL1 inh: -1.8; PP5 inh: -2.0; core dimer inh: -11.3

Results for Cc1ccccc1Nc1ncnc(N)n1 ?
PP1 counter: -3.2; proCasp3 act: 7.7; AHR act: 5.8; PAFAH2 inh: -6.1; TPT1 inhibitor: 7.8; proCasp7 act: 7.0; Fh CTSL1 inh: 3.3; PP5 inh: -0.2; core dimer inh: -3.0

How did COc1ccc(-c2cc(C(=O)N3CCN(C(c4ccccc4)c4ccccc4)CC3)no2)cc1OC do in these assays?
PP1 counter: -2.4; proCasp3 act: -4.6; AHR act: 0.0; PAFAH2 inh: -9.8; TPT1 inhibitor: -3.4; proCasp7 act: 5.4; Fh CTSL1 inh: 0.1; PP5 inh: 0.6; core dimer inh: 7.9

What do the screens show for `CN1CCCN(C(=O)Cc2c(Cl)cccc2Cl)c2nc3ccccc3nc21`?
PP1 counter: 2.8; proCasp3 act: 4.6; AHR act: 0.8; PAFAH2 inh: 10.7; TPT1 inhibitor: -2.1; proCasp7 act: 5.3; Fh CTSL1 inh: 2.4; PP5 inh: 1.2; core dimer inh: 9.6

Results for Cc1c(C(C)NC(=O)c2ccc3nc(Cc4ccccc4F)oc3c2)cnn1C (configuration not stated) ?
PP1 counter: -0.3; proCasp3 act: 2.8; AHR act: -0.8; PAFAH2 inh: 7.2; TPT1 inhibitor: -3.6; proCasp7 act: 4.5; Fh CTSL1 inh: -3.2; PP5 inh: 2.9; core dimer inh: -2.8

What do the screens show for `Cc1n[nH]c(C)c1S(=O)(=O)N1CCCC(C(=O)NCc2ccc(F)cc2)C1` (configuration not stated)?
PP1 counter: 2.1; proCasp3 act: -1.7; AHR act: 0.7; PAFAH2 inh: 11.1; TPT1 inhibitor: 3.9; proCasp7 act: -2.4; Fh CTSL1 inh: -3.3; PP5 inh: -1.0; core dimer inh: -4.5

What do the screens show for `S=C(NCCC(c1ccccc1)c1ccccc1)Nc1cccc(Cl)c1`?
PP1 counter: 8.1; proCasp3 act: 9.4; AHR act: 0.6; PAFAH2 inh: -76.9; TPT1 inhibitor: -3.7; proCasp7 act: 6.5; Fh CTSL1 inh: -1.9; PP5 inh: 3.9; core dimer inh: 8.0

How did Cc1ccc2[nH]c3c(c2c1)CCc1cn[nH]c1-3 do in these assays?
PP1 counter: 1.7; proCasp3 act: -9.6; AHR act: 52.9*; PAFAH2 inh: 1.3; TPT1 inhibitor: -2.9; proCasp7 act: -13.8; Fh CTSL1 inh: 0.2; PP5 inh: 8.0; core dimer inh: -28.6

What do the screens show for `COc1ccc(S(=O)(=O)N2CCCCC2)cc1NC(=O)c1ccc(C)cc1`?
PP1 counter: -5.8; proCasp3 act: 5.7; AHR act: 0.7; PAFAH2 inh: -5.5; proCasp7 act: 7.1; PP5 inh: -0.5

Results for COc1ccc(C(=O)NCCC(=O)N2CCC3(CC2)NCCc2[nH]cnc23)cc1 ?
PP1 counter: -0.6; proCasp3 act: 3.1; AHR act: 0.5; PAFAH2 inh: 3.6; TPT1 inhibitor: -2.9; proCasp7 act: -3.5; Fh CTSL1 inh: -2.3; PP5 inh: -0.4; core dimer inh: -0.1

How did Cc1cccc(C(=O)NNC2=CC(=O)CC(C)(C)C2)c1O do in these assays?
PP1 counter: -3.8; proCasp3 act: 1.1; AHR act: 6.8; PAFAH2 inh: -7.4; TPT1 inhibitor: 4.9; proCasp7 act: -3.8; Fh CTSL1 inh: 6.8; PP5 inh: -2.1; core dimer inh: -0.6

How did COc1cc(C(=O)NCCc2ccccc2)ccc1OCC(=O)N1CCOCC1 do in these assays?
PP1 counter: -1.4; proCasp3 act: 4.0; AHR act: 0.1; PAFAH2 inh: 3.5; proCasp7 act: 5.4; PP5 inh: -0.2

Results for CCN1C(=O)[C@H]2[C@@H](c3ccc(SC4CCCCC4)c(OC)c3)N3CCCC[C@@]3(C(=O)OC)[C@H]2C1=O ?
PP1 counter: 3.6; proCasp3 act: 4.4; AHR act: 7.1; PAFAH2 inh: -10.8; TPT1 inhibitor: -1.1; proCasp7 act: -3.1; Fh CTSL1 inh: -3.1; PP5 inh: 4.0; core dimer inh: -4.4

Results for CCC(c1n[nH]c(=S)n1-c1ccccc1)N(C)C (configuration not stated) ?
PP1 counter: 3.4; proCasp3 act: -2.1; AHR act: 4.6; PAFAH2 inh: 10.2; TPT1 inhibitor: -3.1; proCasp7 act: 3.2; Fh CTSL1 inh: -0.1; PP5 inh: -0.8; core dimer inh: -0.2
